PTHR1 agonist: activates the human parathyroid hormone receptor PTHR1; Q03431; HEK293 GP2 PTHR1 cells, GloSensor cAMP luminescence, 1 h; Potency, µM (doses to about 115 µM), without a hit: at the top dose activation, usual class: activators; 410,000 compounds, 0.075% hits; AID 743266; further: potency means the concentration at half of the fitted maximal effect; nearly all actives have a fitted effect of over 55% in size; some results filed as inactive show a strong effect at the top dose; inactives centre near -15; many of its hits are not listed in these tables
Target sequence (Q03431 whole entry, looked up): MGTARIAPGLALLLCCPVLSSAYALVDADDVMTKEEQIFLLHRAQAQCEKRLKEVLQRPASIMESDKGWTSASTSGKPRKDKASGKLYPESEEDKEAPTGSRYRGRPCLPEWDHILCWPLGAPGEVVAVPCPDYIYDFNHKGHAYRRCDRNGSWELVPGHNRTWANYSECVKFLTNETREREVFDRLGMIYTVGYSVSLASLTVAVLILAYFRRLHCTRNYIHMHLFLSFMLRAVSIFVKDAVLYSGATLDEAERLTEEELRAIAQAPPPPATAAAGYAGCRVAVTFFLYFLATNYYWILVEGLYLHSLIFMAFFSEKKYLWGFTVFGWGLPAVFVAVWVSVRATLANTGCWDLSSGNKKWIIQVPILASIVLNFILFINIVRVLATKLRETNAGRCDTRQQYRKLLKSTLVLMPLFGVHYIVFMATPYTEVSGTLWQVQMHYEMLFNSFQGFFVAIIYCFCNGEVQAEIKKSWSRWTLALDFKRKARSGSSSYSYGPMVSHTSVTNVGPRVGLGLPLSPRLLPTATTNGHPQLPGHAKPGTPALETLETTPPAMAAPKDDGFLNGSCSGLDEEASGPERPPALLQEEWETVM
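HEK-293-derived GP2 cells expressing PTHR1 and a GloSensor cAMP reporter, 3,000/well, plated overnight, given luciferin plus IBMX (each 0.5 mM as added) for 1 h at 37 °C, then compound for 1 h at 37 °C. Luminescence was read after 15 min at room temperature.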
MmCpn inh: inhibitors of Methanococcus maripaludis chaperonin (MmCpn) | 330,000 compounds, 0.031% hits | purified Mm-Cpn ATPase, ADP Transcreener TR-FRET | Potency, µM (top dose mostly 76.9 µM), for the others: at the highest dose activity, negative = inhibition, usual class: inhibitors; further: potency means the concentration at half of the fitted maximal effect; on the % scale 0 is the no-effect control and ±100 the full control effect; nearly all actives have a fitted effect of over 80% in size
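ATPase turnover read by TR-FRET ADP competition (Eu cryptate antibody/ADP-d2, 665/590 nm): 10uM ATP final, 25nM Mm-CPN final, 30 min 37degC after 10-min compound preincubation, pH 7.4 Tris/KCl/MgCl2/DTT buffer.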
TDP-43 yeast inh: rescues yeast growth from TDP-43 toxicity; TDP-43 expressing yeast growth rescue, BacTiter-Glo, 24 h; Potency, µM (top dose mostly 46.1 µM), for inactives: at the top dose growth rescue (activation), actives largely listed as activators; 410,000 compounds, 1.8% hits; AID 652104; further: potency means the concentration at half of the fitted maximal effect; % of control where 0% means no effect; nearly all actives have a fitted effect of over 50% in size
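Growth rescue of TDP-43-toxic yeast measured as ATP luminescence (BacTiter-Glo). Cells grown to mid-log in raffinose, induced in galactose at OD600=0.02, exposed to compound 24 hr at 30 deg C.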
GLP-1R inv ag: GLP-1 receptor (human) inverse agonism. P43220. HEK293 GLP-1R CRE-luciferase, luminescence, 24 h; GLP-1R form is constitutively active. Potency, µM (series often up to 38.3 µM), inactives show at the highest dose activity change, negative = inhibition, most hits filed as inhibitors. 410,000 compounds, 1.6% hits. AID 624417; further: potency means the concentration at half of the fitted maximal effect; on the % scale 0 is the no-effect control and ±100 the full control effect; nearly all actives have a fitted effect of over 55% in size
Target sequence (P43220 whole entry, looked up): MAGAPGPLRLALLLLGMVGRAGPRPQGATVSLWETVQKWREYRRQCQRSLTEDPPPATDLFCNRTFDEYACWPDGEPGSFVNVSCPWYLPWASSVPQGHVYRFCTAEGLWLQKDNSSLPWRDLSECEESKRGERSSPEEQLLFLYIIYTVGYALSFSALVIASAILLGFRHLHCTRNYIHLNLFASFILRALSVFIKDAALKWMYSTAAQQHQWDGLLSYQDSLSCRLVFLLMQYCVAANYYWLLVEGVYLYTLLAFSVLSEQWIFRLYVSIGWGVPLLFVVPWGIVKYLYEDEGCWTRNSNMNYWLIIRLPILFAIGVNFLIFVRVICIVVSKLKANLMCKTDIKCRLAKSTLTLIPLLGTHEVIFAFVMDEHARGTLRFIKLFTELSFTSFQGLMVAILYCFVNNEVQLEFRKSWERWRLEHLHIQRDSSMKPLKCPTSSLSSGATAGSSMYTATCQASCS
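Constitutively active GLP-1R drives a cAMP-responsive luciferase in stably transfected HEK293 cells; test compounds are added after overnight (12 h) attachment and left 24 hr, and signal loss in luminescence marks inhibition.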
FUS yeast rescue: suppressors of FUS proteinopathy in yeast | 390,000 compounds, 0.24% hits | S. cerevisiae FUS-expressing, growth rescue, OD600, 24 h | Potency, µM (top dose mostly 76.6 µM), for inactives: at the top dose growth rescue (activation), most hits filed as activators;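 further: potency means the concentration at half of the fitted maximal effect; plate controls were DMSO vehicle for no effect and reference control for full effect; nearly all actives have a fitted effect of over 55% in size; some results filed as inactive show a strong effect at the top dose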
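Steps: raffinose overnight preculture; dilution to OD 0.005 in 2% galactose minimal medium; compound addition (concentration series); 24hr at 30C, 99% humidity; absorbance read at 600 nm.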
Akt phos inh: blocks phosphorylation of Akt. 360,000 compounds, 0.32% hits. activity change, % for hits at 50 µM. AID 651550. Neuro2A IGF-stimulated pAkt S473 HTRF, 20 min; stronger effect = lower value; in the data active means activity change below about -80%; inconclusive means mostly about -51% to -80%; further: on the % scale 0 is the no-effect control and ±100 the full control effect
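Neuro2A cells (4,500/well, DMEM with 0.5% FBS) were treated with compound at a single 50 µM final concentration, stimulated with 6 nM IGF for 20 min at 37 °C, and lysed. Phospho-Akt Ser473 was read by HTRF as 665/615 ratio ×10^4.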
aSyn yeast inh: inhibitors of alpha-synuclein toxicity in yeast; Yeast expressing alpha-synuclein, growth rescue, BacTiter-Glo, 24 h; Potency, µM (top dose mostly 46.1 µM), for inactives: at the highest dose growth rescue (activation), actives largely listed as activators; 370,000 compounds, 0.14% hits; AID 652106; further: potency means the concentration at half of the fitted maximal effect; % of control where 0% means no effect; nearly all actives have a fitted effect of over 65% in size
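Galactose-induced alpha-syn yeast (OD600=0.02, raffinose-pregrown) + pinned cpd, 24 hr, 30 deg C; growth by BacTiter-Glo luminescence. Growth restoration scores as activation.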
HEK293 tox: cytotoxicity counter-screen for GLP-1 receptor inverse agonists; HEK293 cAMP-luciferase reporter cells, luminescence, 24 h; Potency, µM (highest dose often 38.3 µM), for the others: at the top dose activity change, negative = inhibition, usual class: inhibitors; 410,000 compounds, 0.13% hits; AID 624418;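 further: loss of luciferase light is scored as toxicity; potency means the concentration at half of the fitted maximal effect; on the % scale 0 is the no-effect control and ±100 the full control effect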
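To flag toxic compounds, the library was rerun on cells for 24 hr at 37 deg C and 5% CO2. Viability-linked luminescence was captured 12 min after adding luciferase detection reagent.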
Abeta rescue: compounds reversing amyloid beta toxicity in yeast | AID 1347071 | yeast expressing A-beta42, growth rescue, OD600, 48 h; response scale: 0% DMSO, 100% iron-clioquinol control | Potency, µM (doses to about 46.1 µM), for inactives: at the highest dose growth rescue, usual class: activators | 410,000 compounds, 0.063% hits; further: potency means the concentration at half of the fitted maximal effect; nearly all actives have a fitted effect of over 55% in size
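Yeast growth medium received pinned compounds, then yeast cells expressing toxic A-beta were added; plates incubated at 30 C for 48 hr. Growth read as absorbance at 600 nm, normalized to DMSO and equimolar FeCl3 plus clioquinol controls.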
Numbers without * were called inactive; i = inactive; ? = inconclusive; . = not tested or not shown; [ ] = another dose, or the depositor's remark. Unless noted, the call rests on the fitted dose curve; in most records, active means well fitted curve in the direction sought with a large enough effect; inconclusive means small, poorly fitted or top-dose-only effect, or another doubt; inactive means no such curve, though single readings can be large; an effect the other way counts as inactive or inconclusive. A portion of the library; the hit share may differ from the screen's.

SMILES	PTHR1 agonist	MmCpn inh	TDP-43 yeast inh	GLP-1R inv ag	FUS yeast rescue	Akt phos inh	aSyn yeast inh	HEK293 tox	Abeta rescue
CCc1ccc(-c2[nH]c3c(c2-c2sc(C)c(C(=O)OC)c2O)c(=O)[nH]c(=O)n3C)cc1	i	.	22%	?	-10%	.	.	-6%	20%
Cc1ccc(-c2nnc(CSc3nncn3N)o2)cc1	-2%	1%	21%	10%	.	i	8%	6%	6%
O=C(O)/C(=C\c1ccco1)NC(=O)c1cccc2ccccc12	-20%	0%	-30%	6%	9%	i	0%	5%	-1%
COCCCNCCOCCOc1ccc(Cl)cc1Br	-12%	2%	-34%[inhibitor]	7%	.	i	2%	8%	-4%
O=C1C=C(c2cccc3c2sc2ccccc23)C[C@@H](c2ccc(Cl)cc2)C1	9%	-2%	3%	4%	-20%	i	6%	14%	5%
COc1cc(/C=N/NC(=O)COc2ccc(-n3cnnn3)cc2)ccc1OCC(N)=O	i	-2%	-5%	8%	26%	i	2%	7%	2%
CCN(C[C@H]1N[C@@](CC)(C(=O)OC)[C@H]2C(=O)N(C)C(=O)[C@@H]12)C(=O)COc1ccccc1	i	-1%	5%	6%	-25%	i	1%	-4%	-8%
O=C(NCc1ccccc1)c1cccc(N2CCCS2(=O)=O)c1	-3%	.	4%	3%	15%	.	.	-1%	-18%
CC1Cc2ccccc2N1S(=O)(=O)c1cnc(Cl)c(Cl)c1 (configuration not stated)	-38%[inhibitor]	0%	?	?	-4%	i	15%	0%	-5%
COC(=O)COc1ccccc1/C=C1/NC(=O)NC1=O	25%	0%	3%	23%	-7%	i	1%	-2%	0%
CCN(CC)S(=O)(=O)c1cc(C(=O)N(C)CC(=O)Nc2ccc(Cl)cc2)ccc1Cl	i	-2%	-18%	?	.	i	8%	3%	8%
Cc1cc(C)c2c(=O)n(CC(=O)NC3CCCC3)sc2n1	i	0%	27%	2%	-22%	i	-19%	5%	-5%
Fc1ccc(CNc2nc(-c3ccc(Cl)cc3)cc(C(F)(F)F)n2)cc1	-7%	.	20%	?	-37%	.	.	2%	1%
O=C1c2ccc([N+](=O)[O-])cc2C(=O)N1Cc1cccnc1	-20%	1%	7%	3%	13%	i	6%	-3%	15%
COc1ccc(-c2noc(CSc3nc4ccccc4c(=O)n3-c3ccccc3)n2)cc1OC	-6%[57.5 µM]	0%	-7%	5%	18%	i	9%	-4%	10%
Cc1cccc(CCNC(=O)c2nn(C)c3c2CSc2ccccc2-3)c1	-48%[inhibitor]	.	4%	-10%	0%	.	.	3%	1%
CCNc1ccc(C(=O)OCC(=O)NCc2ccc(C)cc2)cc1[N+](=O)[O-]	i	-5%	3%	0%	-20%	i	0%	1%	1%
CC(=O)c1ccc(-c2cnc3c(NC=O)cc(-c4cccc(NS(C)(=O)=O)c4)cn23)cc1	22%	.	16%	?	?	i	0%	-22%	12%
CSc1ccccc1C(=O)N1CCCCC1	i	5%	17%	-2%	-21%	i	7%	-1%	7%
S=C(Nc1cccnc1)N1CCN(c2ccccc2Cl)CC1	-28%	0%	11%	8%	-16%	i	11%	11%	-8%
CCOc1ccccc1C1C(C(=O)N2CCCCC2)=C(C)Nc2nc3ccccc3n21 (configuration not stated)	-9%	.	12%	-1%	-19%	.	.	2%	3%
O=C(c1ccc(Cl)c(S(=O)(=O)Nc2ccc(F)cc2)c1)N1CCN(c2ccccn2)CC1	i	-1%	-15%	-7%	13%	i	7%	-20%	2%
O=C(Cc1c(Cl)cccc1Cl)Nc1ccncc1Cl	-19%	-3%	11µM*	-48%	14%	i	2%	?	-8%
COc1cccc(NC(=O)CN(C)C(=O)Cc2cccc3ccccc23)c1	-22%	0%	29%	?	17%	i	23%	-15%	-6%
N=c1c(C(=O)NC2CCCC2)cc2c(=O)n3ccccc3nc2n1C1CCCC1	-20%	0%	-1%	4%	15%	.	.	.	-7%
CCOC(=O)c1c(NC(=O)CC)sc2c1CCN(Cc1ccccc1)C2	-36%[inhibitor]	0%	22%	?	-13%	i	1%	22%	7%
CC(=O)Nc1ccc(S(=O)(=O)N2CCC(C(=O)N[C@@H](Cc3ccccc3)C(=O)O)CC2)cc1	?	2%	-7%	13%	-32%	i	1%	1%	1%
CCCCOc1cccc(C(=O)Nc2cccc(-c3nc4ncccc4o3)c2C)c1	-41%	.	?	?	29%	.	.	3%	10%
CCCCCCCC(=O)OCC(=O)[C@@]1(O)CC[C@H]2[C@@H]3CCC4=CC(=O)CC[C@]4(C)[C@H]3[C@@H](O)C[C@@]21C	i	2%	0%	?	24%	i	?	3%	-61%[inhibitor]
Cc1cccc(C)c1NC(=O)Cn1nc(C)n2cccc2c1=O	-2%	4%	4%	8%	-6%	i	-1%	0%	-1%
COc1ccc(CN2CCN(S(=O)(=O)c3ccc(F)cc3)CC2)cc1OC	i	-16%	-25%	0%	-8%	i	0%	2%	-13%
COCCn1c(SCC(=O)N2CCCC2)nc2c(c1=O)SCC2	-17%	.	3%	14%	-54%	i	-3%	2%	1%
CC(=O)NC1CCC(OC(=O)Nc2ccccc2)CC1 (configuration not stated)	i	.	19%	13%	-3%	i	-2%	10%	-4%
COc1ccc(C(=O)c2ccccc2CN2C(=O)c3ccccc3C2=O)cc1	i	.	?	-1%	.	i	16%	4%	-39%[inhibitor]
CCn1cc(Cl)c(C(=O)NNC(=O)CCn2cc([N+](=O)[O-])cn2)n1	i	2%	-4%	1%	.	i	-1%	-10%	17%
Cc1ccc(Nc2cnn(C34CC5CC(CC(CC(=O)O)(C5)C3)C4)c(=O)c2Cl)cc1	22%[57.5 µM]	0%	-12%	4%	28%	i	3%	3%	9%
Cc1nc(SCC(=O)Nc2ccc3c(c2)OCO3)c(C#N)c2c1CCCC2	-25%[57.5 µM]	1%	18%	33%[activator]	-15%	i	-10%	41%[activator]	0%
Oc1cnn(-c2ccccc2)c1	-16%[57.5 µM]	-1%	11%	-13%	-20%	i	1%	12%	5%
Cc1cc(C(=O)O)oc(=O)c1	-14%	-5%	-14%	0%	-12%	i	1%	-24%	-1%
Cc1nn(-c2ccccc2)c(N)c1Sc1cccc([N+](=O)[O-])c1	i	-3%	?	?	-7%	i	13%	4%	-27%
CCOC(=O)c1sc(=S)[nH]c1C	i	.	22%	6%	.	i	-8%	2%	6%
Cc1cccc(Nc2nc(N)c([N+](=O)[O-])c(N3CCN(C)CC3)n2)c1	i	-12%	-2%	28%	20%	i	2%	0%[1.53 µM]	-1%
COc1cc(OC)nc(-n2ncc(Br)c(Br)c2=O)n1	-30%[inhibitor]	-28%	11µM*	?	-5%	i	9%	3.2µM*	-51%[inhibitor]
O=C1C(=Cc2ccncc2)CCCc2ccccc21	-50%[inhibitor]	.	30%	-20%	-9%	i	?	5%	-28%
CCCc1c(C)c2ccc(OCC(C)=O)cc2oc1=O	i	-1%	18%	16%	-6%	i	12%	-8%	?
CCC(C)n1c(SCC(=O)NC2CC2)nc2ccccc2c1=O (configuration not stated)	0%	.	-5%	20%	-11%	i	-6%	6%	1%
COCc1cc(=O)n2[nH]c(C)c(-c3ccc(Cl)cc3)c2n1	-21%	.	1%	-25%	-9%	i	-8%	-17%	-3%
Cc1ccc(S(=O)(=O)CCN2CCN(c3ccccn3)CC2)cc1	8%	-3%	-1%	-4%	-6%	i	2%	6%	-12%
CCc1nnc(NC(=O)CSc2nnnn2-c2cccc(C(C)=O)c2)s1	i	-4%	2%	22%	-11%	i	-4%	7%	-1%
CC(=O)Nc1ccc(-c2ccnc3c2CC(C)(C(=O)NCCC(F)(F)F)O3)cc1 (configuration not stated)	i	.	17%	-16%	-24%	i	4%	-15%	3%
CCn1c(SCC(=O)NCCOc2ccccc2)nc2ccccc2c1=O	i	-23%	-1%	-1%	-6%	i	3%	-7%	-13%
CN(CCOc1ccc(Br)cc1)CC(=O)Nc1cccc(S(=O)(=O)NC2=NCCC2)c1	-45%[inhibitor]	-1%	6%	-14%	15%	i	3%	8%	.
COCC(C)n1c(SCC(=O)NNC(=O)c2ccccc2)nc2ccccc2c1=O (configuration not stated)	i	-2%	10%	-1%	-21%	i	-1%	-11%	11%
COc1cc(C(C)=O)ccc1OCC(=O)NCC1(N2CCCCC2)CCCCC1	i	-1%	5%	-5%	-40%	i	-6%	5%	3%
CCOC(=O)c1cc(=O)c2ccc(OCC(=O)Nc3ccc(F)cc3)cc2o1	-10%	1%	3%	8%	-9%	i	-1%	3%	-13%
COc1ccccc1N(CC(=O)Nc1ccc(Br)cc1F)S(=O)(=O)c1cccs1	-10%	-11%	-33%	?	24%	i	-7%	-4%	-1%

Record cards, from the list above. Order of screens: PTHR1 agonist	MmCpn inh	TDP-43 yeast inh	GLP-1R inv ag	FUS yeast rescue	Akt phos inh	aSyn yeast inh	HEK293 tox	Abeta rescue
COc1ccccc1N(CC(=O)Nc1ccc(Br)cc1F)S(=O)(=O)c1cccs1 is listed with -10%	-11%	-33%	?	24%	i	-7%	-4%	-1%
CN(CCOc1ccc(Br)cc1)CC(=O)Nc1cccc(S(=O)(=O)NC2=NCCC2)c1 is listed with -45%[inhibitor]	-1%	6%	-14%	15%	i	3%	8%	.

Bioassay records (PubChem)
